# HIV peptide binding = cell-free HIV fusion peptide-binding blockers – biochemical, uHTS, fluorescence dequenching, primary screen (AID 1986). cell-free peptide binding, fluorescence dequenching, 30 min; higher % means a stronger effect. inhibition, % at 20 µM; hits with a dose series show IC50 in µM. 290,000 tested, 0.3% active; in the data active = inhibition mostly above about 52%, no sharp cut-off; inactive = mostly below about 76%; also: some results filed as inactive read as strong as hits
# NOD1 NF-kB reporter = NOD1 signaling inhibitors, primary screen, cell-based, luminescence, uHTS (AID 1578). one-dose inhibition, % at 4 µM; EC50 in µM for titrated hits. NOD1-driven NF-kB luciferase reporter cells, luminescence; higher % means a stronger effect. 290,000 tested, 1% active; in the data active = inhibition mostly above about 36%, no sharp cut-off; inactive = mostly below about 34%;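 also: HEK-293T reporter cells stimulated with the NOD1 agonist gamma-tri-DAP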
# GPR55 beta-arrestin = selective activators of receptor GPR55 – imaging, U2OS cells, beta-arrestin-GFP redistribution, primary screen (AID 1961) | U2OS GPR55 beta-arrestin-GFP redistribution imaging; higher % means a stronger effect | activation, % at 10 µM, or EC50 in µM where a hit was titrated | 290,000 tested, 0.048% active;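 active = activation above 40% with more than 50 cells counted in the well; inconclusive = wells holding fewer than 50 cells, flagged as toxic or sparse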;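 also: U2OS osteosarcoma cells stably expressing GPR55 and beta-arrestin-GFP; plate controls were DMSO negative control for no effect and LPI positive control for full effect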
# GPR55 antagonists = GPR55 antagonists blocking LPI-driven arrestin recruitment, primary screen, imaging, U2OS, beta-arrestin-GFP, LPI agonist (AID 2013); 290,000 tested, 0.13% active; U2OS GPR55 beta-arrestin-GFP translocation imaging, LPI antagonism; higher % means a stronger effect; inhibition, % at 10 µM, or IC50 in µM where a hit was titrated;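 active = spots per cell inhibited over 60%, with over 100 cells counted and total cytoplasm intensity under 500,000; inconclusive = wells with under 100 cells, flagged as likely toxic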;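 also: U2OS cells stably carrying GPR55 and arrestin-GFP stimulated by 5 µM LPI near EC80; imaged beta-arrestin-GFP aggregate spots per cell after agonist stimulation; plate controls were LPI-stimulated DMSO wells for no effect and DMSO wells without LPI for full effect; some results filed as inactive read as strong as hits; confirmed hits need IC50 under 10 µM and bright autofluorescent wells are also inconclusive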
# KOR beta-arrestin-1 = KOR agonists, beta-arrestin recruitment, primary screen, cell-based, luminescence, uHTS (AID 1777) | KOR beta-arrestin recruitment, luminescence; higher % means a stronger effect | activation, % at 10 µM; hits with a dose series show EC50 in µM | 280,000 tested, 0.02% active; in the data active = activation above about 50%, passing the limit was not always enough; also: a part of the inactive calls stands beside numbers as strong as those of hits
# KOR beta-arrestin-2 = kappa opioid receptor blockers – cell-based, luminescence, uHTS (AID 1778) | KOR beta-arrestin recruitment, luminescence, antagonist mode; higher % means a stronger effect | inhibition, % at 10 µM; hits with a dose series show IC50 in µM | 290,000 tested, 0.091% active; in the data active = inhibition above about 50%; also: strong numbers were not always called active
# Siah-1 displacement = blockers of Siah-1 interaction with plectin peptide – biochemical, fluorescence polarization, rhodamine-plectin, uHTS, primary screen (AID 1817); Siah-1 / rhodamine-plectin peptide fluorescence polarization; higher % means a stronger effect; one-dose displacement, % at 20 µM; IC50 in µM for titrated hits; 290,000 tested, 0.02% active;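 active = displacement of at least 50% at 20 µM, with a fluorescence ratio check between 0.3 and a set limit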;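 also: plate controls were Siah plus tracer with DMSO for no effect and tracer alone without Siah for full effect; strong numbers were not always called active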
# AID2073 = disruptors of CaV2.2 binding to Mint1 – biochemical, HTRF (AID 2073). HTRF protein-protein interaction, Mint1-CaV2.2; higher % means a stronger effect. inhibition, % at 20 µM; hits with a dose series show IC50 in µM. 290,000 tested, 0.19% active; in the data active = inhibition mostly above about 51%, no sharp cut-off; inconclusive = no clear call, values can overlap the other calls; inactive = mostly below about 53%; also: some results filed as inactive read as strong as hits
# GPR35 antagonists = GPR35 antagonists blocking zaprinast-driven arrestin recruitment, primary screen, imaging, U2OS, beta-arrestin-GFP, zaprinast agonist (AID 2058). U2OS GPR35 beta-arrestin-GFP translocation imaging, zaprinast antagonism; higher % means a stronger effect. inhibition, % at 10 µM; hits with a dose series show IC50 in µM. 290,000 tested, 0.052% active;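 active = inhibition of at least 50% with at least 30 cells and total cytoplasm GFP at most 10,000,000; inconclusive = under 30 cells or total GFP of 10,000,000 plus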
# An asterisk follows results filed as active; ? = inconclusive; nt = no result given; [ ] = remark or other dose. Only part of the results is shown; rates above refer to the full screens.
SMILES,HIV peptide binding,NOD1 NF-kB reporter,GPR55 beta-arrestin,GPR55 antagonists,KOR beta-arrestin-1,KOR beta-arrestin-2,Siah-1 displacement,AID2073,GPR35 antagonists
COc1cc(C2NC(=O)N(C)C3=C2C(=O)CCC3)cc(OC)c1OC (configuration not stated),-0.7%,18%,-0.1%,1%,4.2%,-69%,-7%,-10%,-2%
CCOC(=O)C1CCCN(S(=O)(=O)c2cc3c(cc2Cl)NC(=O)CO3)C1 (configuration not stated),-0.6%,-12%,-0.3%,3%,-5.4%,16%[20 µM],23%,-4%,8%
CC1(C)Cc2cccc(OCC(=O)OCC(=O)NCc3ccccc3)c2O1,0.5%,-18%,-0.2%,-1%,3.7%,-3%,0%,-4%,3%
CCOC(=O)c1ccc(NC(=S)N(CCCN(CC)CC)Cc2ccco2)cc1,-1.9%,-21%,0.2%,5%,5.3%,6%,7%,-34%,-3%
CCCN1C(=O)/C(=C/c2c(NCCCOCC)nc3c(C)cccn3c2=O)SC1=S,8.4%,-130%,5.7%,8%,3.4%,-16%,-2%,14%,6%
O=Cc1ccnc(-c2ccc(OC(=O)c3ccco3)cc2)n1,2.6%,-18%,2.9%,46%,20%,-264%,-5%,6%,-5%
CCCCN=C(C)c1c(O)c2ccccc2oc1=O,1.2%,-81%,-0.3%,0%,-2.7%,-15%,-3%,-2%,3%
O=C(c1cn2ccccc2n1)N1CCCC(Nc2ccc(F)c(F)c2)C1 (configuration not stated),-0.5%,-39%,-0.1%,17%,-6.9%,36%,3%,2%,5%
CC(C)NC(=O)c1sc2c(c1C(=O)Nc1cccnc1)CCCC2,0.7%,-10%,0.3%,-12%,-1.3%,-3%,2%,-2%,-10%
O=C(c1cnn2ccccc12)N1CCc2ccccc21,-1.6%,-74%,0.2%,-2%,0.0%,13%,0%,-2%,-1%
CC(=O)N1c2ccc(S(=O)(=O)N3CCCCC3)cc2CC1C(=O)Nc1ccc(C)cc1 (configuration not stated),-1.6%,-14%,0.3%,5%,1.0%,-19%,7%,3%,-3%
Cc1nc(NC(=O)C2CC2)sc1C(=O)N1CCCCC1,-0.7%,-3%,0.3%,2%,1.5%,-7%,3%,0%,2%
Cc1ccc(/C=C/C(=O)Nc2cc(=O)n(C)c(=O)n2C)o1,7.9%,-19%,1.0%,28%,-3.2%,nt,3%,13%,7%
O=S(=O)(NCc1ccncc1)c1ccccc1,-0.9%,36%,0.0%,-7%,0.3%,2%,-1%,4%,0%
COC(C[C@H]1O[C@H]1[C@@H](O)[C@@H](C)OCc1ccccc1)OC,2.5%,-8%,-0.1%,-1%,-0.2%,9%,10%,-5%,15%

# The final seven entries of the part before open the next one.
SMILES,HIV peptide binding,NOD1 NF-kB reporter,GPR55 beta-arrestin,GPR55 antagonists,KOR beta-arrestin-1,KOR beta-arrestin-2,Siah-1 displacement,AID2073,GPR35 antagonists
CC(C)NC(=O)c1sc2c(c1C(=O)Nc1cccnc1)CCCC2,0.7%,-10%,0.3%,-12%,-1.3%,-3%,2%,-2%,-10%
O=C(c1cnn2ccccc12)N1CCc2ccccc21,-1.6%,-74%,0.2%,-2%,0.0%,13%,0%,-2%,-1%
CC(=O)N1c2ccc(S(=O)(=O)N3CCCCC3)cc2CC1C(=O)Nc1ccc(C)cc1 (configuration not stated),-1.6%,-14%,0.3%,5%,1.0%,-19%,7%,3%,-3%
Cc1nc(NC(=O)C2CC2)sc1C(=O)N1CCCCC1,-0.7%,-3%,0.3%,2%,1.5%,-7%,3%,0%,2%
Cc1ccc(/C=C/C(=O)Nc2cc(=O)n(C)c(=O)n2C)o1,7.9%,-19%,1.0%,28%,-3.2%,nt,3%,13%,7%
O=S(=O)(NCc1ccncc1)c1ccccc1,-0.9%,36%,0.0%,-7%,0.3%,2%,-1%,4%,0%
COC(C[C@H]1O[C@H]1[C@@H](O)[C@@H](C)OCc1ccccc1)OC,2.5%,-8%,-0.1%,-1%,-0.2%,9%,10%,-5%,15%
COc1ccc(F)cc1C(=O)C1CCCN(C(=O)CSc2ccccn2)C1 (configuration not stated),-0.6%,5%,-0.3%,11%,-2.2%,-5%,0%,12%,-5%
Cc1ccc(C2(C)NC(=O)N(CC(=O)NC(=O)NC(C)(C)C)C2=O)cc1 (configuration not stated),-2.8%,-5%,-0.1%,-2%,-3.9%,-19%,-2%,5%,11%
CC(=O)NC(Cc1ccccc1)C(=O)NC1CCN(C(=O)NC2CCCCC2)CC1 (configuration not stated),0.4%,-8%,0.8%,-1%,18%,-13%,-1%,16%,-17%
O=C(CSc1nnc(CCCO)n1-c1ccccc1)Nc1nccs1,0.9%,14%,0.3%,9%,1.6%,-12%,4%,10%,6%
CC(=O)Nc1ccc(CN2CCN(c3cccc(C(F)(F)F)c3)CC2)cc1,-0.2%,4%,0.3%,28%,-3.0%,30%,5%,-13%,24%
CC1CCc2c(nc3ncnn3c2Nc2ccc(OC(F)(F)F)cc2)C1 (configuration not stated),-1.7%,-12%,-0.5%,1%,-1.6%,2%,-5%,18%,12%
NNc1nc(-c2ccccc2)cc(-c2ccc(Br)cc2)n1,-0.4%,-11%,-0.3%,-20%,-5.7%,-39%[20 µM],14%,-2%,6%
Nc1ccc2nc(C3CCCCC3)[nH]c2c1,-2.1%,16%,-0.1%,9%,nt,-29%[20 µM],-2%,-1%,16%
O=c1c2ccccc2oc2cc(NCCCn3ccnc3)ccc12,2.5%,-18%,-0.3%,-16%,-1.8%,-20%[20 µM],1%,?,3%
O=C(CC(=O)N/N=C\c1ccc(F)cc1)NCCc1ccccc1,-0.6%,4%,-0.1%,1%,nt,-4%[20 µM],2%,-9%,12%
O=C(CCS(=O)(=O)c1ccc(Br)cc1)NCc1ccc(F)cc1,1.4%,14%,-0.2%,-4%,9.2%,-51%,23%,13%,6%
CC(C)Oc1ccc(C(=O)Nc2cc(=O)n(C)c(=O)n2C)cc1,-0.1%,-15%,-0.2%,-4%,-4.6%,-19%,-1%,2%,6%
CCOC(=O)C1CCN(C(=O)c2cn(-c3ccccc3)nc2-c2cccnc2)CC1,-0.1%,-32%,0.6%,9%,2.7%,-18%,-1%,1%,8%
Cc1ccc2c3c1C1(C(=O)N3C(C)(C)CC2C)C(C#N)=C(N)Oc2cc(O)ccc21 (configuration not stated),-3.0%,-23%,-0.1%,6%,-3.1%,26%,0%,-6%,19%
COc1ccc(C(=O)C[N+]2(C)CCOCC2)cc1,-0.5%,-3%,-0.1%,16%,0.1%,-17%,-4%,3%,-15%
CCOC(=O)C1CCCN(CCc2ccccc2)C1 (configuration not stated),1.8%,-15%,0.2%,8%,-2.2%,-15%[20 µM],13%,-8%,3%
Cc1ccc(C)c(NC(=S)N2CCC(NC(=O)C3CCCCC3)CC2)c1,1.5%,9%,0.3%,2%,0.8%,-5%,9%,4%,18%
COCc1ccc(C(=O)NC2CCSc3ccccc32)cc1 (configuration not stated),-1.0%,-26%,0.4%,-7%,-5.6%,14%,1%,4%,-13%
N=c1c(C(=O)NCCc2ccccc2)cc2c(=O)n3ccccc3nc2n1CC1CCCO1 (configuration not stated),-0.3%,-26%,-0.1%,0%,2.3%,-30%,-2%,9%,-9%
COc1ccc(CCCC(=O)NC(C)c2ccccc2)cc1 (configuration not stated),2.7%,-22%,0.1%,9%,-3.2%,0%,12%,-5%,-8%
CC(C)NC(=O)CC(=O)NN=C1CCCCC1,-0.1%,17%,0.0%,-1%,nt,-45%[20 µM],-3%,-13%,11%
CC(=O)Oc1c(S(=O)(=O)c2ccc(C)cc2)c(C)nn1-c1ccccc1,4.1%,-5%,-0.1%,-7%,18%,0%,0%,6%,7%
CSc1ccccc1NC(=S)Nc1cc(C)cc(C)c1,-1.4%,1%,-0.1%,8%,-3.2%,1%,0%,-9%,-13%
COc1ccc(N(CC(=O)Nc2cccc(N(C)S(C)(=O)=O)c2)S(C)(=O)=O)cc1OC,2.8%,-21%,0.2%,10%,2.4%,-7%,0%,5%,-3%
O=C(Nc1nc(-c2cccnc2)cs1)c1ccc(S(=O)(=O)N2CCOCC2)cc1,-0.2%,23%,-0.3%,1%,-2.5%,16%,1%,15%,15%
[O-][n+]1c2c(nn1-c1ccccc1Cl)-c1nonc1CC2,0.0%,-27%,-0.2%,-5%,-1.5%,18%,1%,-3%,12%
COC(C[C@@H]1O[C@@H]1[C@H](O)[C@@H](C)OCc1ccccc1)OC,2.2%,16%,-0.2%,3%,-0.7%,-46%[20 µM],4%,-4%,18%
CCC(C)(C)n1nnnc1C(c1ccc(F)cc1)N1CCC(C(N)=O)CC1 (configuration not stated),-1.9%,-20%,0.1%,2%,18%,-12%,2%,-8%,11%
CC12CCC(C(=O)N(c3ccccn3)c3ccccn3)(OC1=O)C2(C)C (configuration not stated),0.0%,-2%,-0.2%,-1%,3.0%,-8%,2%,4%,1%
COc1ccc(NC(=O)O/N=C/c2ccccc2)cc1,-0.7%,-52%,-0.1%,15%,-5.5%,16%,5%,-11%,-1%
COc1ccccc1N1C(=O)c2ccc(C(=O)Nc3nccs3)cc2C1=O,-1.8%,-21%,-0.5%,14%,2.3%,-11%,1%,1%,22%
CCOc1ccc2[nH]c3c(=O)n(CCc4ccc(OC)cc4)cnc3c2c1,-1.6%,-2%,0.3%,8%,-2.6%,20%,8%,31%,4%
CC(C)CC(=O)Nc1ccc(S(=O)(=O)Nc2nccs2)cc1,0.1%,-6%,0.7%,-2%,3.9%,-24%[20 µM],-1%,-2%,10%
Cc1ccc(NC(=S)Nc2cccc3cnccc23)cc1C,-1.6%,22%,-0.1%,0%,1.6%,-157%[20 µM],30%,26%,8%
COc1ccc(CN2CCN(C(C)C(=O)NC(C)c3ccc(F)cc3)CC2)cc1F (configuration not stated),-1.1%,-26%,0.2%,0%,0.6%,5%,-2%,-6%,6%
CC1CCCN(S(=O)(=O)c2cnc[nH]2)C1 (configuration not stated),0.4%,-40%,-0.1%,9%,4.9%,-15%,-1%,4%,-12%
O=C(Nc1ccc(N2CCN(c3ccc(C(F)(F)F)cn3)CC2)nc1)c1cccs1,5.0%,5%,0.6%,0%,-1.7%,0%,-6%,7%,9%

# Screening data as filed in PubChem BioAssay.
